High-throughput results from PubChem.
hcDAF-12 act = H. contortus DAF-12 activation, primary screen. HEK293 hcDAF-12 lit1-tk-luc reporter, luminescence; 0% DMSO, 100% Δ7-dafachronic acid. activation, % at 6.8 µM. 370,000 compounds, 1.4% hits. AID 652067;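 active = activation above the mean of all tested compounds plus 3 SD, cut at about 5.5% in these data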;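 also: 100% = response to 3 µM Δ7-dafachronic acid high control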
hgDAF12 agonist = hgDAF-12 agonism, primary luciferase screen | HEK293 GAL4-hgDAF12 UAS-luciferase reporter, agonist luminescence; normalized to butyrate control | activation, % at 6.8 µM | 370,000 compounds, 1.8% hits | AID 687014;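 active = activation above a cutoff set at the mean of all screened compounds plus 3 SD, cut at about 10% in these data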;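 also: 0% = DMSO wells and 100% = sodium butyrate wells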
GC-A act = GC-A (human) enzyme activation. HEK293 GC-A cells, cGMP TR-FRET, EC30 ANP; 0% at EC30 ANP, 100% saturating ANP. activation, % at 10 µM. 370,000 compounds, 0.14% hits; in the data active = activation above about 40%
GAA850 FXN act = activators of GAA850 frataxin (FXN) promoter; HEK293 lucGAA850 FXN promoter luciferase reporter, 24 h; percent of 10 µM SAHA response; activation, % at 6 µM; 360,000 compounds, 0.56% hits;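 active = activation above the average of all compounds screened plus 3 SD, cutoff fixed separately per campaign, cut at about 7.5% in these data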;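 also: 0% = DMSO wells and 100% = 10 µM SAHA wells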
ADAM10 inh = inhibits human ADAM10; AID 720582; inhibition, % at 7 µM; recombinant ADAM10, EDANS/DABCYL FRET peptide cleavage, 3 h; O14672; 370,000 compounds, 0.62% hits;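 active = inhibition above a per-campaign cutoff equal to the mean of compounds falling between control-based bounds plus 3 SD, cut at about 20% in these data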;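 also: 0% = DMSO wells while the 100% control is not disclosed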
Target sequence (O14672 214-748 limits assumed): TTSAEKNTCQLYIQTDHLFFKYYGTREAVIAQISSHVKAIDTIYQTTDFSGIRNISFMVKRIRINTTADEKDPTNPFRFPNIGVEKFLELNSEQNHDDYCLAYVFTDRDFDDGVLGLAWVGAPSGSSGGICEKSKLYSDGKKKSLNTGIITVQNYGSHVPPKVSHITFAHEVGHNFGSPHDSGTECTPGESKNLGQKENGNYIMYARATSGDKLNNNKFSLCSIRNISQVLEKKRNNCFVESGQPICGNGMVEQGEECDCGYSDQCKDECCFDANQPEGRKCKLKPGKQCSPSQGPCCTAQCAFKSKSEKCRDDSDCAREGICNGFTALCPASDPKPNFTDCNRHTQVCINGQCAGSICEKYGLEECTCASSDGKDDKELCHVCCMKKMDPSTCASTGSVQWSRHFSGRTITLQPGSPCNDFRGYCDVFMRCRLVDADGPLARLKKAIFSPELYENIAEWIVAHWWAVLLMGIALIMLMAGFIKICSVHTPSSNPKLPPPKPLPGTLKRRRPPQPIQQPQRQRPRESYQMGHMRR
ssDAF12 agonist = S. stercoralis DAF-12 activation, primary screen. HEK293 ssDAF-12/GRIP1 lit1-tk-luc reporter, luminescence; % of 3 µM dafachronic acid response. activation, % at 6.8 µM. 370,000 compounds, 1% hits;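 active = activation above the mean over all tested compounds plus 3 SD, cut at about 0.9% in these data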;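 also: 0% = DMSO-only wells and 100% = 3 µM delta7-dafachronic acid wells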
HGIII-sPLA2 inh = Blocks human group III sPLA2 activity. AID 743126. inhibition, % at 12.2 µM. QFRET BODIPY PC-A2 liposome hydrolysis, fluorescence. 370,000 compounds, 0.56% hits. Q9NZ20;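 active = inhibition above mean plus 3 SD of compounds lying within the high and low control bounds, cut at about 19% in these data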;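 also: 0% = median of test compound wells and 100% = no enzyme DMSO wells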
Target sequence (Q9NZ20 whole entry, looked up): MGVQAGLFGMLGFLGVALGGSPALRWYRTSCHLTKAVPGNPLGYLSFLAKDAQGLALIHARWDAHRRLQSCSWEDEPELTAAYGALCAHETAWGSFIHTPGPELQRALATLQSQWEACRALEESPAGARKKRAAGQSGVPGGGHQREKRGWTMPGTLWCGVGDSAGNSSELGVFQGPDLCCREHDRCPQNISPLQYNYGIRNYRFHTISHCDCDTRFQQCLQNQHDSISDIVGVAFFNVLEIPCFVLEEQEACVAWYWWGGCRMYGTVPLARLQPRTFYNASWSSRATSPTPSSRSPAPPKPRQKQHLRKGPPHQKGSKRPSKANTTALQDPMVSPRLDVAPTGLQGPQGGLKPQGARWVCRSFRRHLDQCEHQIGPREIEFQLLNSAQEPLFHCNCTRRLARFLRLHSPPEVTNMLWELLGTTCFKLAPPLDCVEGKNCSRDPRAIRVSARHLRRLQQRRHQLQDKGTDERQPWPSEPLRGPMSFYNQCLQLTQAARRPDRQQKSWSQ
SMARCA2 act = activators of SMARCA2 function; AID 652017; activation, % at 9.1 µM; 370,000 compounds, 1% hits; MG213 cells, MMTV-luciferase reporter, dexamethasone, overnight; in the data active = activation above about 7.8%;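 also: 0% = vehicle wells and 100% = reference activator wells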
DAX1 inh-1 = blocks DAX1 repression of SF-1 activated StAR promoter. inhibition, % at 6.8 µM. AID 652010. 370,000 compounds, 1.1% hits. HEK293T StAR-luciferase reporter, SF-1/DAX-1 repression relief;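 active = inhibition above the mean over all tested compounds plus 3 SD, cut at about 3.6% in these data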;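 also: 0% = DAX-1 cells with DMSO and 100% = cells lacking DAX-1 with DMSO; higher inhibition means more luminescence from relief of DAX-1 repression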
NPR2 activator = GC-B (human) receptor activation; P20594; HEK293-GC-B cells, CNP EC30, cGMP TR-FRET; 0% at EC30 CNP, 100% saturating CNP; activation, % at 10 µM; 370,000 compounds, 0.11% hits;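 active = activation at 10 µM reaching about 35% in either raw or pattern-adjusted values, limit read from the data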
DAX1 inh-2 = NR0B1 (DAX1) inhibition; AID 504766; inhibition, % at 6.75 µM; 340,000 compounds, 0.99% hits; P51843; HEK293 Gal4-DAX1 luciferase reporter, luminescence;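 active = inhibition above the mean over all tested compounds plus 3 SD, cut at about 4.2% in these data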;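 also: 0% = DAX1-transfected cells with DMSO and 100% = empty-vector control cells with DMSO; inhibition shows as a rise in luminescence from relieved DAX1 repression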
The depositor's hits bear a star.

For CN1CCN(CCCN2c3ccccc3Sc3ccc(Cl)cc32)CC1 the results were hcDAF-12 act -1.2, hgDAF12 agonist -2.6, GC-A act -33, GAA850 FXN act 4.2, ADAM10 inh -14, ssDAF12 agonist -0.4, HGIII-sPLA2 inh 9, SMARCA2 act -7, DAX1 inh-1 0.0, NPR2 activator -23 and DAX1 inh-2 0.2.
For CCn1cnc2c([N+](=O)[O-])c(NS(=O)(=O)c3ccc(C)cc3)ccc21 the results were hcDAF-12 act -0.5, hgDAF12 agonist -2.7, GC-A act -2, GAA850 FXN act -0.1, ADAM10 inh -1, ssDAF12 agonist -1.4, HGIII-sPLA2 inh -1, SMARCA2 act 0, DAX1 inh-1 -0.5, NPR2 activator 3 and DAX1 inh-2 0.3.
For O=C1C(Br)=Cc2cccc3cccc1c23 the results were hcDAF-12 act -1.5, hgDAF12 agonist -1.7, GC-A act -5, GAA850 FXN act 2.4, ADAM10 inh -19, ssDAF12 agonist -1.4, HGIII-sPLA2 inh -5, SMARCA2 act -1, DAX1 inh-1 0.3, NPR2 activator 3 and DAX1 inh-2 0.7.
O=C(O)CNC(=O)C1(NC(=O)OCc2ccccc2)CCCC1 was read as hcDAF-12 act -0.7, hgDAF12 agonist -2.8, GC-A act 3, GAA850 FXN act -0.3, ADAM10 inh 6, ssDAF12 agonist -0.9, HGIII-sPLA2 inh 7, SMARCA2 act -1, DAX1 inh-1 -0.2, NPR2 activator 0 and DAX1 inh-2 -0.3.
`O=C(O)CNS(=O)(=O)c1ccc2c(c1)CCCC2` gave hcDAF-12 act -1.4, hgDAF12 agonist 1.4, GC-A act 4, GAA850 FXN act 0.4, ADAM10 inh -2, ssDAF12 agonist -1.6, HGIII-sPLA2 inh -1, SMARCA2 act -4, DAX1 inh-1 -1.0, NPR2 activator 3 and DAX1 inh-2 0.6.
Cc1ccc(C(=O)Nn2c(N)c(S(=O)(=O)c3ccc(C)cc3)c3nc4ccccc4nc32)cc1 was read as hcDAF-12 act -0.1, hgDAF12 agonist -0.5, GC-A act -4, GAA850 FXN act 1.4, ADAM10 inh -175, ssDAF12 agonist -1.3, HGIII-sPLA2 inh -1, SMARCA2 act 4, DAX1 inh-1 0.3, NPR2 activator 0 and DAX1 inh-2 -0.3.
Screening COc1cc(C=O)ccc1OCCCOc1ccccc1[N+](=O)[O-] returned hcDAF-12 act 1.4, hgDAF12 agonist 5.8, GC-A act 1, GAA850 FXN act 5.5, ADAM10 inh 0, ssDAF12 agonist 1.0*, HGIII-sPLA2 inh -5, SMARCA2 act -2, DAX1 inh-1 -0.3, NPR2 activator -5 and DAX1 inh-2 0.9.
COc1ccccc1CNC(=O)N1CCN(c2ccccc2)CC1 was read as hcDAF-12 act -1.6, hgDAF12 agonist 0.3, GC-A act 0, GAA850 FXN act 0.0, ADAM10 inh -4, ssDAF12 agonist -0.8, HGIII-sPLA2 inh 7, SMARCA2 act -4, DAX1 inh-1 -0.3, NPR2 activator 9 and DAX1 inh-2 0.7.
`O=C(CS(=O)(=O)Cc1ccccc1)N1CCc2ccccc21` gave hcDAF-12 act 2.8, hgDAF12 agonist 5.4, GC-A act 3, GAA850 FXN act 2.4, ADAM10 inh -6, ssDAF12 agonist -0.1, HGIII-sPLA2 inh -14, SMARCA2 act 1, DAX1 inh-1 1.6, NPR2 activator 1 and DAX1 inh-2 -0.1.
`COc1ccccc1NC(=S)N/N=C/c1cccc(C)c1` gave hcDAF-12 act -0.5, hgDAF12 agonist 6.9, GC-A act 0, GAA850 FXN act 2.8, ADAM10 inh 0, ssDAF12 agonist -1.4, HGIII-sPLA2 inh 6, SMARCA2 act 1, DAX1 inh-1 0.7, NPR2 activator 4 and DAX1 inh-2 0.8.
For O=C(CCc1ccccc1)Nc1cccc([N+](=O)[O-])c1 the results were hcDAF-12 act -0.8, hgDAF12 agonist 2.6, GC-A act 2, GAA850 FXN act -1.4, ADAM10 inh -10, ssDAF12 agonist -0.7, HGIII-sPLA2 inh -2, SMARCA2 act -3, DAX1 inh-1 -0.1, NPR2 activator -2 and DAX1 inh-2 4.0.
For Cc1cc(C)nc(NC(=O)c2cccs2)c1 the results were hcDAF-12 act 1.1, hgDAF12 agonist 4.6, GC-A act 1, GAA850 FXN act 2.5, ADAM10 inh 8, ssDAF12 agonist -0.1, HGIII-sPLA2 inh 0, SMARCA2 act 5, DAX1 inh-1 -0.4, NPR2 activator -3 and DAX1 inh-2 1.4.

Reprinted from the part before: 2 entries; new compounds follow.
For O=C(CCc1ccccc1)Nc1cccc([N+](=O)[O-])c1 the results were hcDAF-12 act -0.8, hgDAF12 agonist 2.6, GC-A act 2, GAA850 FXN act -1.4, ADAM10 inh -10, ssDAF12 agonist -0.7, HGIII-sPLA2 inh -2, SMARCA2 act -3, DAX1 inh-1 -0.1, NPR2 activator -2 and DAX1 inh-2 4.0.
For Cc1cc(C)nc(NC(=O)c2cccs2)c1 the results were hcDAF-12 act 1.1, hgDAF12 agonist 4.6, GC-A act 1, GAA850 FXN act 2.5, ADAM10 inh 8, ssDAF12 agonist -0.1, HGIII-sPLA2 inh 0, SMARCA2 act 5, DAX1 inh-1 -0.4, NPR2 activator -3 and DAX1 inh-2 1.4.
COC1=C[C@H](C(=O)NCCNC(C)=O)[C@H](C)[C@@H](c2ccccc2)CC1=O was read as hcDAF-12 act -2.2, hgDAF12 agonist -1.3, GC-A act 3, ADAM10 inh 5, ssDAF12 agonist -1.3, HGIII-sPLA2 inh -1, SMARCA2 act -2, DAX1 inh-1 0.5 and NPR2 activator 4.
For COc1ccc(C(OC(=O)c2ccco2)C(=O)NC2CCCCC2)cc1OC (stereo unspecified) the results were hcDAF-12 act -1.8, hgDAF12 agonist -1.2, GC-A act -1, GAA850 FXN act -0.8, ADAM10 inh -6, ssDAF12 agonist -1.2, HGIII-sPLA2 inh 3, SMARCA2 act -2, DAX1 inh-1 -0.3, NPR2 activator -2 and DAX1 inh-2 0.8.
CNC(=O)CCCCC(=O)N/N=C/c1ccc(Cl)cc1Cl was read as hcDAF-12 act -1.3, hgDAF12 agonist -1.1, GC-A act 4, GAA850 FXN act 2.4, ADAM10 inh -2, ssDAF12 agonist -0.6, HGIII-sPLA2 inh 10, SMARCA2 act -1, DAX1 inh-1 0.1, NPR2 activator -4 and DAX1 inh-2 0.7.
For O=C(Cn1cc(Cl)ccc1=O)c1ccc(Cl)cc1 the results were hcDAF-12 act -1.5, hgDAF12 agonist 3.3, GC-A act 0, GAA850 FXN act 2.5, ADAM10 inh -4, ssDAF12 agonist -1.2, HGIII-sPLA2 inh 1, SMARCA2 act 2, DAX1 inh-1 0.1, NPR2 activator 1 and DAX1 inh-2 0.7.
For O=C(Nc1cccc(Cl)c1)OC1CCC12CCC(c1ccccc1)CC2 (stereo unspecified) the results were hcDAF-12 act 1.1, hgDAF12 agonist -0.6, GC-A act 6, ADAM10 inh 11, ssDAF12 agonist -1.6, HGIII-sPLA2 inh -6, SMARCA2 act -1, DAX1 inh-1 -1.1 and NPR2 activator -17.
CCCn1c(=O)c(C(=O)Nc2cccc(C)n2)c(O)c2ccccc21 was read as hcDAF-12 act 3.2, hgDAF12 agonist 6.4, GC-A act -2, GAA850 FXN act 2.4, ADAM10 inh 0, ssDAF12 agonist 0.5, HGIII-sPLA2 inh 0, SMARCA2 act 4, DAX1 inh-1 0.3, NPR2 activator -1 and DAX1 inh-2 2.6.
For O=C(CSc1nnc(-c2ccccc2)c(-c2ccccc2)n1)Nc1ncc(Cl)cc1Cl the results were hcDAF-12 act 0.5, hgDAF12 agonist 3.0, GC-A act 1, GAA850 FXN act 2.3, ADAM10 inh -1, ssDAF12 agonist -1.1, HGIII-sPLA2 inh 2, SMARCA2 act 1, DAX1 inh-1 0.0, NPR2 activator -2 and DAX1 inh-2 -1.2.
Screening CCOC(=O)c1c(C)[nH]c(C(=O)CSc2nnc(Nc3ccccc3F)s2)c1C returned hcDAF-12 act -0.8, hgDAF12 agonist 0.9, GC-A act -3, GAA850 FXN act 3.2, ADAM10 inh 4, ssDAF12 agonist -0.4, HGIII-sPLA2 inh -9, SMARCA2 act -1, DAX1 inh-1 0.2, NPR2 activator -8 and DAX1 inh-2 -0.7.
Screening N/C(=N\c1nc2ccccc2o1)NC(=O)c1ccccc1 returned hcDAF-12 act 0.4, hgDAF12 agonist 9.1, GC-A act 12, GAA850 FXN act 1.2, ADAM10 inh -2, ssDAF12 agonist -0.8, HGIII-sPLA2 inh 1, SMARCA2 act 1, DAX1 inh-1 2.2, NPR2 activator -2 and DAX1 inh-2 3.0.
C=CCC1S/C(=N/N=C/c2cccs2)NC1=O (stereo unspecified) was read as hcDAF-12 act -0.4, hgDAF12 agonist -2.0, GC-A act 5, GAA850 FXN act 1.8, ADAM10 inh 12, ssDAF12 agonist -0.9, HGIII-sPLA2 inh -6, SMARCA2 act -1, DAX1 inh-1 0.2, NPR2 activator 8 and DAX1 inh-2 0.5.
For O=C(CC(=O)N/N=C\c1ccc(F)cc1)NCCc1ccccc1 the results were hcDAF-12 act -1.8, hgDAF12 agonist -0.5, GC-A act -3, GAA850 FXN act 2.1, ADAM10 inh -2, ssDAF12 agonist -1.3, HGIII-sPLA2 inh -14, SMARCA2 act 0, DAX1 inh-1 0.2, NPR2 activator -3 and DAX1 inh-2 -0.1.
Screening Cc1nn(S(=O)(=O)c2ccccc2)c(C)c1Sc1ccc([N+](=O)[O-])cc1 returned hcDAF-12 act -2.7, hgDAF12 agonist -1.8, GC-A act -3, GAA850 FXN act -1.7, ADAM10 inh 6, ssDAF12 agonist -1.9, HGIII-sPLA2 inh 0, SMARCA2 act -3, DAX1 inh-1 -2.2, NPR2 activator 4 and DAX1 inh-2 -0.8.
O=C(N/N=C/c1ccco1)c1cccc(S(=O)(=O)Nc2ccccc2Cl)c1 was read as hcDAF-12 act -0.6, hgDAF12 agonist -2.5, GC-A act 0, GAA850 FXN act -1.1, ADAM10 inh -1, ssDAF12 agonist -0.5, HGIII-sPLA2 inh -4, SMARCA2 act -2, DAX1 inh-1 0.1, NPR2 activator 2 and DAX1 inh-2 1.9.
COc1ccc(/C=C/C(=O)Nc2ccc(S(=O)(=O)Nc3onc(C)c3C)cc2)cc1OC was read as hcDAF-12 act 2.1, hgDAF12 agonist 1.2, GC-A act -1, GAA850 FXN act 1.8, ADAM10 inh -20, ssDAF12 agonist -1.3, HGIII-sPLA2 inh -14, SMARCA2 act -3, DAX1 inh-1 -1.8, NPR2 activator 6 and DAX1 inh-2 0.2.
Screening S=C(NCc1ccccc1)NCc1ccc(Cl)cc1 returned hcDAF-12 act 1.7, hgDAF12 agonist 2.0, GC-A act 2, GAA850 FXN act 2.9, ADAM10 inh -1, ssDAF12 agonist 0.0, HGIII-sPLA2 inh 0, SMARCA2 act -1, DAX1 inh-1 -0.5, NPR2 activator 3 and DAX1 inh-2 0.5.
For CC(=O)c1cccc(NS(=O)(=O)c2ccc(N/C=C/C(=O)c3ccc(F)cc3)cc2)c1 the results were hcDAF-12 act 1.1, hgDAF12 agonist 0.7, GC-A act -10, GAA850 FXN act 0.0, ADAM10 inh 0, ssDAF12 agonist -1.2, HGIII-sPLA2 inh -56, SMARCA2 act -4, DAX1 inh-1 -0.7, NPR2 activator -3 and DAX1 inh-2 -3.2.
